Assay outcomes deposited in PubChem BioAssay by several laboratories.
NPY-Y2 antag = NPY-Y2 receptor antagonists, primary screen, cell-based. 140,000 tested, 0.99% active. inhibition, % at 2.7 µM. AID 793, 2007. NPY-Y2 expressing cells, antagonist mode; in the data active means inhibition above about 17%;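 further: 0% = vehicle with agonist challenge and 100% = reference antagonist with challenge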
Target sequence (P49146 whole entry, looked up): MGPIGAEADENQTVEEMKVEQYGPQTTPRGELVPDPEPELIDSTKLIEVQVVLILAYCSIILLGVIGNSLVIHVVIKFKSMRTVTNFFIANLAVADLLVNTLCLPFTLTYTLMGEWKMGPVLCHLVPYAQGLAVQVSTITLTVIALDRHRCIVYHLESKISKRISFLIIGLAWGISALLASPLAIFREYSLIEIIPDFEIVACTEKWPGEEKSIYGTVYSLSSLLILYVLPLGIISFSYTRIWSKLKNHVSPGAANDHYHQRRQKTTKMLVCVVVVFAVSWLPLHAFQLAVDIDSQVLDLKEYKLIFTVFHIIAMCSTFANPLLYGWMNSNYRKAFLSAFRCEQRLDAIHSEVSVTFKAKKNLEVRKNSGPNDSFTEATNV
PTEN del growth = growth suppression of PTEN-null HCT116, primary screen, cell-based, CellTiter-Glo | viability, % at 10 µM | AID 827, 2007 | HCT116 PTEN-null viability, 60 h; hits give low values | 140,000 tested, 1.2% active;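 active means viability at or below a set limit, 4 SD under the median of all tested compounds, cut at about 3.7% in these data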;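 further: PTEN knockout HCT116 line with beta catenin targeted HCT116 as companion control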
Yeast growth inh = growth inhibitors of yeast BB579 in restrictive medium, primary screen, yeast lifespan-shortening project, S. cerevisiae; OD615, 48 h; inhibition, % at 10 µM; 140,000 tested, 0.51% active; AID 804, 2007;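 active means inhibition above a set limit, 3 SD over the mean compound inhibition, cut at about 44% in these data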; further: inactives centre near -24
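Test system: S. cerevisiae DeaD strain BB579 yeast; Medium: restrictive CSMM-D medium; Compound: one dose, 10 µM compound with 0.25% DMSO; Incubation: 4 h cell preincubation, 48 h compound exposure, 30 °C humidified; Signal: OD at 615 nm; Benchmarks: amphotericin B at 10 µg/mL as positive control.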
Yeast life ext = compounds extending yeast replicative lifespan, primary screen, S. cerevisiae, OD615; S. cerevisiae growth with nicotinamide; deaD strain in restrictive glucose medium; 130,000 tested, 0.68% active; inhibition of the nicotinamide effect, % at 10 µM;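 active means inhibition above a set limit, placed 3 SD over the median of all compounds, cut at about 26% in these data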;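 further: 0% = nicotinamide-treated wells and 100% = cells grown without nicotinamide; some compounds called inactive have numbers as strong as hits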
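Test system – modified budding yeast, DeaD strain · Compound – single dose 10 µM compound, 0.25% DMSO · Times – culture preincubation 4 h, compound exposure 48 h, both 30 °C · Detection – optical density (absorbance) at 615 nm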
Phagocyt inh = inhibitors of macrophage phagocytosis, primary screen, imaging, J774A.1 cells, IgG beads; J774A.1 macrophage IgG-bead phagocytosis; inhibition, % at 5 µM; 110,000 tested, 0.07% active;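 active means inhibition above the mean of the plate negative controls plus 5 SD, cut at about 13% in these data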;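 further: phagocytic index as fraction of beads internalized from green versus red external bead signal; plate controls were DMSO negative control for no effect and cytochalasin-D positive control for full effect; some results beyond the cut were filed as inactive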
bCat KO growth = primary screen for growth suppressors in beta-catenin knockout HCT116 cells (colon tumor, human) | AID 818, 2007 | viability, % at 10 µM | 140,000 tested, 1.5% active | HCT116 beta-catenin knockout viability, CellTiter-Glo, 60 h; hits give low values;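 active means viability at or under a set limit, the compound median less 4 SD, cut at about 6% in these data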;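 further: 0% = Hyamine 1622 control at 20 µM and 100% = untreated cell control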
E-sel TNF inh = E-selectin induction blockers in HUVEC – imaging, immunofluorescence, high content, primary screen. HUVEC TNFa-induced E-selectin immunofluorescence. 120,000 tested, 0.71% active. inhibition, % at 2 µM;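 active means inhibition above the batch mean plus 3 SD, and confirmed as a hit on visual image review, cut at about 43% in these data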;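 further: 0% = TNF-stimulated DMSO wells and 100% = unstimulated control wells; not every result past the cut was called active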
MRP1 act = H69AR viability gain despite doxorubicin, primary screen, MRP-1 activator project, H69AR cells, CellTiter-Glo; viability increase, % at 10 µM; 140,000 tested, 0.61% active; viability rescue;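 active means viability gain under doxorubicin at or above a set limit, the compound median plus 3 SD, cut at about 4.7% in these data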;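 further: MRP-1 overexpressing cells given doxorubicin 25 µM after compound pretreatment; 18-22 h compound pretreatment then 72 h with doxorubicin before readout; 0% = doxorubicin-only wells and 100% = vehicle-treated cells without doxorubicin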
GALR2 blocker = GALR2 antagonists in receptor-expressing cells, primary screen; Galanin receptor type 2 (Homo sapiens), O43603; 140,000 tested, 0.39% active; inhibition, % at 4 µM; antagonist mode; in the data active means inhibition above about 27%;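 further: cells stimulated with galanin 1-16 at roughly its EC80; 0% = agonist challenge control and 100% = basal control without agonist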
Target sequence (O43603 whole entry, looked up): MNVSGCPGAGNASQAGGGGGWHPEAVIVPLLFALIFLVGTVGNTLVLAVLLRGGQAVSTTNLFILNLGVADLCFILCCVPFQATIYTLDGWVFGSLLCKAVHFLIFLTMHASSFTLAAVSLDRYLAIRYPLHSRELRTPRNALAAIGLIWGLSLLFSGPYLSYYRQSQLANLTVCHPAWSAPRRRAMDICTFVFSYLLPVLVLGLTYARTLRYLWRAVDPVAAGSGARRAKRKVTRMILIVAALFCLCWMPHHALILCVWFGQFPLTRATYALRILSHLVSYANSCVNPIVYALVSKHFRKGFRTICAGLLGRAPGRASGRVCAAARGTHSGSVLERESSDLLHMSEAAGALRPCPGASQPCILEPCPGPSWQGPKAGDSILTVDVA
Measles CPE = compounds protecting cells from measles virus cytopathic effect, primary screen, measles RdRp inhibitor project, single point, MLSMR library, absorbance; AID 841, 2007; 140,000 tested, 1.5% active; Measles virus-infected cells, CPE protection; protection (pct of control), % at 4 µM; in the data active means protection mostly above about 24%, no sharp cut-off; inactive means mostly below about 26%; further: some compounds called inactive have numbers as strong as hits
Starred values were filed as active, the others as inactive; · = no result given.

Every second line gives: NPY-Y2 antag	PTEN del growth	Yeast growth inh	Yeast life ext	Phagocyt inh	bCat KO growth	E-sel TNF inh	MRP1 act	GALR2 blocker	Measles CPE
CCc1cccc(CC)c1NC(=O)CO/N=C(\C)c1cccs1
 : 9	81	9	6	-4	76	·	-1.9	13	4
COc1cccc(OC)c1C(=O)OCC(=O)Nc1ccc(OC(F)(F)F)cc1
 : 2	91	-42	-35	0	102	·	0.8	7	9
COc1ccc(Br)cc1C(=O)NCc1cccnc1
 : 1	88	-24	-16	0	91	6	-1.5	-1	8
CSc1ccccc1NC(=O)c1onc(C)c1Cl
 : 5	91	-5	-7	-1	92	3	-0.3	-9	3
COc1ccccc1C(c1nnnn1C(C)(C)C)N1CCN(C(=O)c2ccco2)CC1 (centres undefined)
 : 5	96	-34	8	0	93	-4	-0.9	8	6
O=C(CN1CCN(c2ccccc2)CC1)N1CCN(c2ccccc2)CC1
 : 1	82	-30	3	0	86	·	-4.1	-8	12
CCC(CC)C(=O)Nc1cccc(C(=O)NCc2ccco2)c1
 : 2	87	-53	-12	0	79	-15	-1.2	2	22
Cc1ccccc1-c1nc(CS(=O)CC(=O)NCCCN(C)c2ccccc2)c(C)o1 (centres undefined)
 : 3	57	-16	-20	-4	55	1	-2.6	-2	0
Cc1ccc(NC(=O)c2cccc(OCc3c(C)noc3C)c2)cc1
 : 2	79	10	-10	1	82	18	1.5	-7	13
Cc1ncc(N=Nc2ccccc2)c(-c2ccccc2)n1
 : -1	87	-31	-21	·	87	-15	-1.5	-10	5
O=C(Nc1nc(=S)ss1)c1ccc(Cl)cc1Cl
 : -1	102	-18	-9	·	89	-7	-2.4	-6	13
CC(=O)Nc1c(O)nc(SCC(=O)Nc2nnc(CC(C)C)s2)[nH]c1=O
 : 4	99	-34	-7	·	94	-3	-1.9	-4	6
CCC1CCCCN1CCn1c(=S)[nH]c2cc(OC)c(OC)cc2c1=O (centres undefined)
 : 2	64	-41	-17	-1	72	·	-3.4	-14	5
O=C(CSc1nc(-c2ccccc2)cc(C(F)(F)F)n1)N1CCOCC1
 : 3	102	20	-17	0	88	0	-1.9	-15	6
Cc1ccc2c(c1)N(CC(=O)NC1CCC(C)CC1)C(=O)CO2 (centres undefined)
 : 5	82	-10	9	-3	84	-11	-1.2	7	3

Three structures out of the list, sorted by molar mass, lowest first:
Every second line gives: NPY-Y2 antag	PTEN del growth	Yeast growth inh	Yeast life ext	Phagocyt inh	bCat KO growth	E-sel TNF inh	MRP1 act	GALR2 blocker	Measles CPE
COc1ccc(Br)cc1C(=O)NCc1cccnc1
 : 1	88	-24	-16	0	91	6	-1.5	-1	8
CC(=O)Nc1c(O)nc(SCC(=O)Nc2nnc(CC(C)C)s2)[nH]c1=O
 : 4	99	-34	-7	·	94	-3	-1.9	-4	6
COc1cccc(OC)c1C(=O)OCC(=O)Nc1ccc(OC(F)(F)F)cc1
 : 2	91	-42	-35	0	102	·	0.8	7	9

(more compounds)
Every second line gives: NPY-Y2 antag	PTEN del growth	Yeast growth inh	Yeast life ext	Phagocyt inh	bCat KO growth	E-sel TNF inh	MRP1 act	GALR2 blocker	Measles CPE
CCOC(=O)C(C)Oc1cccc2c(=O)n(CC(=O)Nc3ccc(OCC)cc3)ccc12 (centres undefined)
 : -2	64	-19	-1	0	53	-2	-3.1	-7	13
CCOC(=O)c1c(-c2ccc(C)o2)csc1NC(=O)CSc1ncn[nH]1
 : 13	97	-19	-5	-2	96	7	6.8*	1	11
COC(=O)c1cc(NC(=O)CN2CCOCC2)cc(C(=O)OC)c1
 : 2	107	-16	2	-1	94	·	-0.8	-5	26
COCCN(C(=O)C(C)C)c1nnc(-c2cccc(C)c2)s1
 : 3	99	-34	-12	0	85	·	-0.1	-2	26
Cc1ccc(-n2nc3ccc(NC(=O)c4cccc([N+](=O)[O-])c4C)cc3n2)cc1
 : -1	62	-8	-3	-8	53	·	-1.6	-6	9
CCN(CC)c1ncccc1C(=O)NCc1cccs1
 : 3	84	-8	-6	-1	94	-12	-1.7	-2	20
Cc1ccc(N2CCN(/N=C/c3sccc3C)CC2)cc1
 : 6	89	-25	-3	-1	89	-34	0.1	-3	6
O=C(NCc1ccccn1)c1cc(S(=O)(=O)N2CCN(c3ccccc3)CC2)ccc1Cl
 : -2	79	-60	-7	0	69	·	-0.7	-11	11
CCCC(=O)Nc1ccc(Cl)c(NC(=S)NC(=O)c2ccco2)c1
 : 1	92	3	1	-7	90	11	-1.5	2	7
Cc1scc(C(=O)N/N=C/c2ccsc2)c1C
 : 3	75	-10	-6	0	85	-5	0.0	17	6
COc1cccc(-c2nnn(C/C(N)=N/O)n2)c1
 : 1	98	-16	6	-2	101	11	-1.8	-10	14
Cc1ccccc1-c1nc(CN2CCC(C(=O)N3CCN(c4ccccn4)CC3)CC2)c(C)o1
 : 6	53	-1	0	·	54	10	-4.7	0	15
COc1ccccc1NC(=O)C1CC(=O)OC1c1ccccc1 (centres undefined)
 : 4	112	-56	-8	-1	101	3	1.2	13	21
O=C(O)CSc1nnc(-c2cccs2)n1-c1ccc(Cl)cc1
 : 6	94	-18	-3	-2	93	-6	-0.8	-5	11
CC1(C)CC(=O)c2cc(OCC(=O)N3CCN(c4ccccc4F)CC3)ccc2O1
 : 10	86	-39	5	0	89	-7	-0.3	14	7
S=C(Nc1ccccc1Cl)N1CCN(Cc2ccccc2)CC1
 : 1	99	-12	4	-1	93	-3	0.6	10	5
Cc1ccc(NC(=S)NC2CCCC2)cc1
 : 5	100	-18	-3	·	95	-19	0.1	3	13
CCOc1ccccc1OCCOc1ccccc1CC
 : 1	91	-20	-14	0	62	-26	-1.6	-1	6
CC1CCN(c2ncnc3c2cnn3Cc2ccc(Cl)cc2)CC1
 : 5	76	-7	-5	-3	85	·	2.4	-3	12
CNc1nc(C)cc(C)c1S(=O)(=O)c1ccc(C)cc1
 : 9	64	-30	-21	·	70	-8	-0.9	0	4
COC(=O)c1cc(N=CC2=C(O)CC(C)(C)CC2=O)cc(C(=O)OC)c1
 : 3	108	-20	6	-2	104	·	-0.7	14	8
CCCNC(=O)Cn1cnc2sc(C(=O)N3CCN(CCC)CC3)c(C)c2c1=O
 : 6	111	-49	2	-2	96	-23	-0.6	3	5
O=C(Cc1ccc(Nc2nc3ccc(Br)cc3[nH]2)cc1)NCCc1cccs1
 : 6	27	-21	-9	-1	29	·	-0.5	6	30
Cc1ccc(N2CC(C(=O)NCC3CCCO3)CC2=O)cc1Cl (centres undefined)
 : 0	85	-22	-7	0	89	-34	-2.5	5	16
N=C(N)SCc1ccccc1Cl
 : 3	89	-3	5	0	83	17	8.6*	9	8
Cc1cc(C)n2c(SCC(=O)Nc3ncc(C(F)(F)F)cc3Cl)nnc2n1
 : -1	105	-28	-7	-1	113	-7	-1.4	-4	14
CC(C)C(OC(=O)c1ccco1)C(=O)NCc1ccccc1 (centres undefined)
 : 1	97	-35	-5	9	97	-7	-1.0	-10	7
COc1ccc(C(=O)c2sc3nc(-c4ccccc4)ccc3c2N)cc1OC
 : 0	96	-20	-2	0	99	-39	-0.3	20	7
CC(C)N(C(=O)CSc1nnnn1C1CCCC1)C(C)C
 : -1	88	-50	-17	0	105	2	-2.0	-2	5
C=C(C)Cn1c(CNC(C)=O)nc2ccccc21
 : 1	94	-16	-2	·	102	-38	-0.5	6	3
O=C(CNC(=O)c1ccc(Br)cc1)NCC(=O)OCC(=O)c1ccc([N+](=O)[O-])cc1
 : 2	83	-66	2	-5	87	-18	-3.0	-16	4
CC1(CCC#N)N=C(SCCC#N)N(c2ccccc2)C1=O (centres undefined)
 : -1	100	-25	-11	·	92	3	1.6	1	30
O=C1CN=C(Nc2ccc(Cl)cc2)N1c1ccccc1
 : -1	110	4	-20	·	93	-2	-1.8	-9	6
CC(C)(O)[C@H](O)COc1c2ccoc2cc2oc(=O)ccc12
 : 1	106	-27	4	·	96	·	-0.9	6	4
O=C(c1ccc(S(=O)(=O)N2CCCCC2)cc1)c1nnc(-c2ccc(Cl)cc2)o1
 : 0	110	-37	-5	0	101	·	1.0	-11	6
CCn1ncc(CNC(=O)C2(C)CC2(Cl)Cl)c1C (centres undefined)
 : 2	102	-23	3	-1	91	12	-1.8	9	29
Cc1c(C(=O)Nc2ccc3c4c(cccc24)CC3)cccc1[N+](=O)[O-]
 : 0	58	-32	-2	-1	63	·	-0.9	-9	7
O=C(O)CCNS(=O)(=O)c1ccc(Oc2ccccc2Cl)cc1
 : 6	104	-8	-3	0	101	31	-0.1	-3	8
COC(=O)C1OC2(OC1C(=O)OC)c1ccccc1-c1ccccc12 (centres undefined)
 : -1	91	-8	5	-2	94	-5	-2.3	-3	0
Cc1cc(=O)n(CCO)c(O)c1C#N
 : 3	90	-18	-11	-1	89	-1	-0.4	-20	14
COc1cc2cc(CN(CCO)C(=O)c3cccs3)c(=O)[nH]c2cc1OC
 : 0	99	-7	-3	-2	103	·	0.4	-8	4
Cc1c(C(=O)N2CCN(c3ccccc3F)CC2)sc2nc(-c3ccccc3)cn12
 : 7	85	-42	-6	-3	84	·	-1.5	13	14
Cc1cc(=O)oc(C)c1C(=O)Nc1ccc(Cl)cn1
 : -1	100	-28	-8	·	102	·	-1.6	10	15
CCOc1ccccc1N1C(=O)c2cccnc2C1=O
 : 5	99	-14	-3	0	92	8	-1.3	-6	31
COc1cc(NC(=O)C2CCCCC2)c(OC)cc1NC(=O)CCC(=O)NCc1ccco1
 : 3	98	16	-11	-3	111	-5	1.4	-6	3
O=C(c1ccc(Cl)cc1)N1CCC(O)(CSc2ccc(Cl)cc2)CC1
 : 5	79	-53	-6	·	80	·	0.2	1	7
Cc1ccc(NC(=O)CCSc2nnnn2-c2ccc3c(c2)OCO3)cc1C
 : 0	105	-49	-8	-1	99	-22	6.2*	10	6
CC(C)(C)NC(=S)NNC(=O)c1ccncc1
 : 3	100	-30	1	0	94	4	-1.3	4	13
CCC(OC(=O)c1nsc(Cl)c1Cl)C(=O)NCc1cccs1 (centres undefined)
 : 8	98	-20	·	·	92	15	-0.1	-7	3
OCCCCNCc1ccc(OCc2ccccc2)cc1
 : 4	95	-2	16	5	77	49	-0.4	-6	1
CCOC(=O)N1CCN(C(=O)CSCc2ccc(Cl)cc2)CC1
 : 2	93	-39	11	·	96	-11	1.5	5	1
COc1cc(OC)nc(NC(=O)CSc2nc3ccccc3o2)n1
 : 10	99	-22	-8	-1	109	6	-1.0	4	7
O=C(CCn1nnc2ccccc2c1=O)NCC1CCC(C(=O)O)CC1 (centres undefined)
 : 5	96	-19	4	-1	95	-4	-1.7	5	10
CSc1nc(NCc2ccco2)c2c3c(sc2n1)CN(C)CC3
 : 8	83	-60	-30	·	86	-7	-4.0	-6	12
CCOc1ccc(S(=O)(=O)Nc2nc3ccc(OC)cc3s2)cc1
 : 9	106	-40	3	0	102	-15	0.1	-1	5
